ELG1 DNA repair: qHTS screen for small molecules that inhibit ELG1-dependent DNA repair in human embryonic kidney (HEK293T) cells expressing luciferase-tagged ELG1. HEK293T ELG1-luciferase reporter, luminescence, 16 h; DNA damage induced by 5-fluorouridine. Potency, µM (doses to about 46.1 µM), for the others: at the top dose activity change, negative = inhibition, usual class: inhibitors. 330,000 compounds, 2.3% hits; note: potency is the fitted concentration of half-maximal effect; % is set by controls: 0 for no effect and ±100 for the full control effect; nearly all actives have a fitted effect of over 55% in size
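Reporter activity after DNA damage by 5-fluorouridine is monitored. Compound-treated cells incubate 16 hr at 37 °C, then ONE-Glo is added for 30 min before luminescence reading.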
Rab9 prom act: qHTS Assay for Rab9 Promoter Activators | Huh7 Rab9 promoter-luciferase reporter, luminescence, 24 h | Potency, µM (top dose mostly 9.22 µM), for the others: at the top dose activation, negative = inhibition, actives largely listed as activators | 320,000 compounds, 2.8% hits | AID 485297, 2010; note: potency is the fitted concentration of half-maximal effect; % of control where 0% means no effect; nearly all actives have a fitted effect of over 60% in size
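Quantitative HTS format; Huh7 Rab9-luciferase reporter cells (1500/well) receive compound 2 h post-plating, incubate 24 h at 37 °C, then get luciferase reagent for 10 min before luminescence reading.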
ELG1 genotox: qHTS screen for small molecules that induce genotoxicity in human embryonic kidney (HEK293T) cells expressing luciferase-tagged ELG1; HEK293T ELG1-luciferase reporter, luminescence, 16 h; Potency, µM (top dose mostly 46 µM), for the others: at the top dose activity change, positive = activation, hits mostly activators; 330,000 compounds, 1.3% hits; note: potency is the fitted concentration of half-maximal effect; % of control where 0% means no effect; nearly all actives have a fitted effect of over 60% in size
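Screening used a luciferase reporter fused to human ELG1 in HEK293T cells. Luminescence was read on a CCD plate imager after 16 hr exposure and 30 min ONE-Glo incubation.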
NPC1 promoter act: qHTS Assay for NPC1 Promoter Activators. Huh7 NPC1 promoter luciferase reporter, 24 h. Potency, µM (doses to about 9.22 µM), for the others: top-dose activation, actives largely listed as activators. 320,000 compounds, 2.4% hits. AID 485313, 2010;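 note: potency is the fitted concentration of half-maximal effect; % of control where 0% means no effect; nearly all actives have a fitted effect of over 60% in size; reporter is driven by a mutant NPC1 promoter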
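Luciferase expression driven by the NPC1 promoter was measured in stably transfected Huh7 cells after a 24 h compound incubation, using a luciferase reagent and a luminescence read.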
VP16 counter: VP16 counterscreen qHTS for inhibitors of ROR gamma transcriptional activity; Potency, µM (highest dose often 53.6 µM), for inactives: at the highest dose activity, negative = inhibition, actives largely listed as inhibitors; 310,000 compounds, 3.5% hits; Drosophila S2 Gal4-VP16 UAS-luciferase, luminescence, 20 h;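 note: Gal4-VP16 expression switched on by copper sulfate through the metallothionein promoter; potency is the fitted concentration of half-maximal effect; % is set by controls: 0 for no effect and ±100 for the full control effect; nearly all actives have a fitted effect of over 50% in size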
Tb PFK inh: qHTS Assay to Find Inhibitors of T. brucei phosphofructokinase; T. brucei PFK, ADP-Glo luminescence; Potency, µM (titrated, usually from 57.5 µM), without a hit: at the top dose activity, negative = inhibition, actives largely listed as inhibitors; 330,000 compounds, 0.17% hits; AID 485367, 2010;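 note: potency is the fitted concentration of half-maximal effect; 0% = uninhibited 1x PFK enzyme wells and -100% = no-enzyme wells; nearly all actives have a fitted effect of over 60% in size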
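1.25 nM PFK with 0.5 mM F6P and 0.1 mM ATP in 0.1 M TEA pH 8.0, 5 mM MgCl2, incubated 45 min at room temperature; ADP measured by ADP-Glo luminescence; compounds titrated up to 57 uM.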
RORg inh: qHTS for inhibitors of ROR gamma transcriptional activity; Nuclear receptor ROR-gamma (Mus musculus), P51450; Drosophila S2 Gal4-RORgamma UAS-luciferase reporter, 20 h; Potency, µM (series often up to 53.6 µM), without a hit: at the highest dose activity change, negative = inhibition, actives largely listed as inhibitors; 310,000 compounds, 5.4% hits; AID 2551, 2010; note: potency is the fitted concentration of half-maximal effect; % is set by controls: 0 for no effect and ±100 for the full control effect; nearly all actives have a fitted effect of over 60% in size
Target sequence (P51450 whole entry, looked up, the tested form may be a part): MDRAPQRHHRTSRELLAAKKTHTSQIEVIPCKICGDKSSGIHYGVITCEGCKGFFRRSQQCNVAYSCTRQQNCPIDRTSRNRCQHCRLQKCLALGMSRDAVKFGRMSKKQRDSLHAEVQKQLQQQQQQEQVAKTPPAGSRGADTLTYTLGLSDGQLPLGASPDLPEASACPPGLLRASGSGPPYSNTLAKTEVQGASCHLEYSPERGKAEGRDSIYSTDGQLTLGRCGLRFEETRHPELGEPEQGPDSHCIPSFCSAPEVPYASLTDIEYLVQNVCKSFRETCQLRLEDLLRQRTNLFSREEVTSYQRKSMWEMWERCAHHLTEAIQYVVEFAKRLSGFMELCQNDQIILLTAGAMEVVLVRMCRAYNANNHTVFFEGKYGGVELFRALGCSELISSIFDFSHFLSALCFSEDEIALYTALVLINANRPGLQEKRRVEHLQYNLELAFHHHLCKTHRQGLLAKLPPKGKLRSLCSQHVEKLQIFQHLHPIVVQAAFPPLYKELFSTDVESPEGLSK
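Compounds are pin-transferred onto Drosophila Schneider cells expressing a copper-inducible Gal4–ROR gamma transactivation domain fusion. After 1 hr, copper sulfate is added to 700 uM final; luciferase is read 20 hr later.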
TRPV1 ag: HTS Assay for Compounds that Act as Agonists of the Vanilloid Receptor 1 | Transient receptor potential cation channel subfamily V member 1 (Homo sapiens), Q8NER1 | TRPV1-expressing cells, Fluo-8 calcium influx, agonist mode | activation, % at 8.33 µM | 320,000 compounds, 0.19% hits; in the data active = activation above about 80%; inconclusive = between about 30% and that limit; note: 0% is about no effect
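Cells expressing TRPV1 were dye-loaded with Fluo-8 and read kinetically: 10 s baseline, 3 min after compound (agonist portion), then 2 min after EC20 capsaicin (allosteric enhancer portion). Calcium-bound dye fluorescence at 480/520 nm.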
p53 reactivation: qHTS assay for re-activators of p53 using a Luc reporter; 320,000 compounds, 0.063% hits; H1299 p53-A138V BP100-luciferase reporter, luminescence, 24 h; Potency, µM (titrated, usually from 92.2 µM), for inactives: at the top dose activity change, positive = activation, hits mostly activators; note: potency is the fitted concentration of half-maximal effect; % of control where 0% means no effect; nearly all actives have a fitted effect of over 45% in size
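p53-null H1299 cells stably carrying temperature-sensitive p53-A138V and a BP100-luciferase reporter were pinned with compounds (4-point, 1:5 series) and held 24 hrs at 37 deg C. Luminescence was read 10 min after detection reagent.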
FLuc counter: qHTS profiling assay for firefly luciferase inhibitor/activator using purifed enzyme and Km concentrations of substrates (counterscreen for miR-21 project); AID 588342, 2011; Luciferin 4-monooxygenase (Photinus pyralis), P08659; purified FLuc, Km substrates, luminescence inhibition; Potency, µM (series often up to 57.5 µM), for the others: at the highest dose activity change, negative = inhibition, actives largely listed as inhibitors; 360,000 compounds, 6.9% hits;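 note: potency is the fitted concentration of half-maximal effect; plate controls were vehicle for no effect and reference inhibitor for full effect; nearly all actives have a fitted effect of over 55% in size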
Target sequence (P08659 whole entry, looked up): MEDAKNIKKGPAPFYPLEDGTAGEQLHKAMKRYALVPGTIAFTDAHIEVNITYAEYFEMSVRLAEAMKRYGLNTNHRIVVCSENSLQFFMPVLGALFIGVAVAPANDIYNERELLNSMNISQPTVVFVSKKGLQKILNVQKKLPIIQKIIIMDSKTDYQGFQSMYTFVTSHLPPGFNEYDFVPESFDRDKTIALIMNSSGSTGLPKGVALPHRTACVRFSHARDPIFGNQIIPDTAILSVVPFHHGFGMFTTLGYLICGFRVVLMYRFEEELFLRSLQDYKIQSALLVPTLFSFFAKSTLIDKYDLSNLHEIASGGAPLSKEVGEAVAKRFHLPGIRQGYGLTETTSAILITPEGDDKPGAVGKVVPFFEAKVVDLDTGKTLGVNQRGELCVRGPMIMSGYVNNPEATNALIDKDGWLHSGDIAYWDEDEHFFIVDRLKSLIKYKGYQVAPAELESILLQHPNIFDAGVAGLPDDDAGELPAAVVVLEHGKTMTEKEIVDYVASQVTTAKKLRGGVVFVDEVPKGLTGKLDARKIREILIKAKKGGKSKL
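Purified P. pyralis luciferase, 10 nM final, with Km-level 10 uM D-luciferin and 10 uM ATP in 50 mM Tris acetate pH 7.5, 10 mM Mg acetate, 0.01% Tween-20, 0.05% BSA; 6-point qHTS titration about 60 µM downward; luminescence read.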
BRCA1 expr act: qHTS Assay to Identify Small Molecule Activators of BRCA1 Expression; 380,000 compounds, 1.1% hits; AID 624202, 2012; MCF7-BRCA1-FFLuc reporter, luminescence, 48 h; response scale: scaled: vehicle 0%, 10 µM genistein 100%; Potency, µM (doses to about 46.1 µM), for the others: top-dose activation, most hits filed as activators; note: potency is the fitted concentration of half-maximal effect; nearly all actives have a fitted effect of over 80% in size; some results filed as inactive show a strong effect at the top dose
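Cells: MCF7-BRCA1-FFLuc, 2000/well. Exposure: 48 h, 37 °C, 5% CO2. Read: luminescence, 15 min post-substrate. Controls: genistein 10 microM (maximal activation), DMSO (neutral).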
Active calls of the source: *; ? = inconclusive; / = no result given; & = joins results of further samples; [ ] = dose if it differs, or a comment. Unless noted, calls come from the whole dose curve; as a rule, active = well fitted curve in the direction sought with a large enough effect; inconclusive = small, poorly fitted or top-dose-only effect, or another doubt; inactive = no such curve, though single readings can be large; an effect the other way counts as inactive or inconclusive. An unsorted share of the library; about 15% have a hit in one of these screens.

SMILES,BRCA1 expr act,ELG1 genotox,p53 reactivation,Tb PFK inh,Rab9 prom act,ELG1 DNA repair,NPC1 promoter act,FLuc counter,RORg inh,VP16 counter,TRPV1 ag
COC(=O)[C@@H]1C[C@@]2(O)[C@@H](O)[C@@H](O)[C@@H](O)C[C@H]2N1Cc1cc(OC)cc(OC)c1,13%,0%,1%,-4%,-1%,10%,-5%,3%,-11%&-33%,7%&-8%,-2
COc1ccc(CN(Cc2ccncc2)C(=O)CCC(=O)O)cc1,1%,1%,9%,0%,1%,9%,-4%,3%,19%,-5%,0
COCC(C)NC(=O)c1ccc(-n2nc(C(F)(F)F)cc2-c2cccs2)cc1 (stereo not given),-6%,-12%,-10%,0%,0%,?,2%,11%,?,-9%,-1
CCOC(=O)CCc1c(C)nc2c(c(C)nn2C(C)(C)C)c1C,0%,?,5%,16%,0%,-9%,0%,?,-1%,4%,-1
COCCNC(=O)c1cn(C)c(=O)c2cc(OC)c(OC)cc12,-6%,-2%,2%,4%,7%,-5%,1%,-1%,-13%,-4%,-1
O=C(Nc1sc2c(c1C(=O)N1CCOCC1)CCCCC2)c1cccnc1,0%,3%,?,0%,-5%,-3%,-2%,4%,10%,-19%,2
O=C(c1cccc([N+](=O)[O-])c1)c1ccc2[nH]c(=O)[nH]c2c1,?,3%,1%,-15%,-5%,28%,8%,0%,-1%,-10%,-1
O=C(CCC(=O)Nc1ccc(F)cc1)N/N=C/c1ccc(Br)cc1,2%,-1%,1%,0%,-1%,-6%,0%,-2%,-16%,-16%,1
C=CCNC(=O)Cc1ccc(S(=O)(=O)N2CCOCC2)s1,-7%,0%,-2%,4%,-2%,8%,0%,4%,/,/,1
N#Cc1cccc(NC(=O)CN2C(=O)NC(Cc3ccccc3)C2=O)c1 (stereo not given),-22%,0%,-1%,-2%,0%,-7%,-5%,0%,18%,5%,-5
Clc1ccc(CSc2nnc(-c3ccc4c(c3)OCO4)o2)cc1,42%,0%,4%,-3%,-2%,0%,3%,?,35%,10%,3
Cc1ccc2[nH]c(=O)c(CN(CCc3ccccc3)C(=O)N3CCOCC3)cc2c1,2%,0%,1%,3%,12%,2%,3%,0%,9%,3%,2
Cc1cc(C)c(NC(=O)CNC(=O)c2ccc3c(=O)n4c(nc3c2)CCC4)c(C)c1,3%,-4%,0%,0%,-5%,-8%,-1%,1%,/,/,-3
CCC(C)(C)NC(=O)CN(Cc1cccs1)C(=O)CCC(=O)Nc1nccs1,8%,1%,-3%,-1%,3%,15%,9%,4%,29%,-5%,-2
Cc1nn(C(=O)c2cccnc2)c(C)c1Sc1ccc(Br)cc1,-1%,0%,-9%,2%[0.46 µM],-7%,-12%,-2%,-2%,-25%,-12%,8

Next structures:
SMILES,BRCA1 expr act,ELG1 genotox,p53 reactivation,Tb PFK inh,Rab9 prom act,ELG1 DNA repair,NPC1 promoter act,FLuc counter,RORg inh,VP16 counter,TRPV1 ag
Cc1cc(C)n(CC(=O)NNC(=O)COc2ccc(F)cc2Br)n1,-4%,4%,-3%,-9%,-9%,9%,-3%,3%,/,/,1
CCCCN(C)S(=O)(=O)c1ccc(C(=O)Nc2nnc(-c3ccco3)o2)cc1,-26%,-10%,2%,-6%,4%,?,-13%,?,0.4µM*,0.71µM*,1
CC(C)(C)C(=O)COC(=O)c1c2c(nc3ccccc13)CCC2,-11%,-8%,1%,-5%,-5%,0%,-2%,-8%,-22%,-7%,?
CCOC(=O)c1ccc(NC(=O)C2(c3ccc(OC)cc3)CCCC2)cc1,-29%,?,-10%,1%,-4%,?,-1%,3%,-26%,-4%[0.365 µM],4
CN(C(=O)c1cccc(NC(=O)C2CCN(C(=O)OC(C)(C)C)CC2)c1)C1CCC1,-8%,-4%,-2%,2%,/,?,/,/,/,/,/
CC(=O)Nc1sc2c(c1C(c1ccncc1)N1CCOCC1)CCCC2 (stereo not given),3%,-1%,-1%,-1%,8%,?,-4%,-2%,-3%,4%,9
O=C(NCc1cccnc1)Nc1cc(Cl)cc(Cl)c1,8%,2%,4%,-10%,-4%,6%,3%,-7%,26%,0%,19
COc1cccc(Cn2cc(C)cc(NC(=O)NCc3ccccc3)c2=O)c1,35%,4%,/,-2%,18%,0%,15%,2.1µM*,2%[1.91 µM],-10%,?
CC(=O)Nc1cc(C(=O)N2CCCC2)ccc1Sc1ccc(C)cc1,-13%,-10%,-6%,4%,2%,?,-1%,4%,12%,-3%,-1
O=C(NC(=S)Nc1ccccc1Cl)c1cncc(Br)c1,-11%,-2%,?,-3%,-4%,?,-3%,1%,2.5µM*,4.5µM*,19
O=C(c1cc(N2CCCCC2)nc2ccccc12)N1CCOCC1,-8%,3%,2%,2%,-5%,1%,1%,-12%,7%[10 µM],2%,8
Cc1cccc(N=[N+]([O-])c2cccc(C)n2)n1,72%,?,8%,3%,/,?,/,/,/,/,/
COc1ccc(/C=N\N=C2/SC(CC(=O)O)C(=O)N2c2ccc(O)cc2)cc1 (stereo not given),-6%,0%,-13%,1%,20%,10%,-2%,-13%,-14%,-2%,-1
Cc1occc1C(=O)Nc1sc2c(c1C(N)=O)CCC(C(C)(C)C)C2 (stereo not given),-3%,14%,0%,3%,17%,?,4%,?,9%,14%,-9
Cc1ccc([N+](=O)[O-])cc1-c1ccc(/C=N/NC(=O)CN2CCOCC2)o1,-24%,-1%,-3%,3%,3%,-15%,-6%,-2%,12%,2%,/

Whole records, quoted from the list.
Listed for `CN(C(=O)c1cccc(NC(=O)C2CCN(C(=O)OC(C)(C)C)CC2)c1)C1CCC1` : BRCA1 expr act: -8%; ELG1 genotox: -4%; p53 reactivation: -2%; Tb PFK inh: 2%; Rab9 prom act: /; ELG1 DNA repair: ?; NPC1 promoter act: /; FLuc counter: /; RORg inh: /; VP16 counter: /; TRPV1 ag: /
Listed for `O=C(NC(=S)Nc1ccccc1Cl)c1cncc(Br)c1` : BRCA1 expr act: -11%; ELG1 genotox: -2%; p53 reactivation: ?; Tb PFK inh: -3%; Rab9 prom act: -4%; ELG1 DNA repair: ?; NPC1 promoter act: -3%; FLuc counter: 1%; RORg inh: 2.5µM*; VP16 counter: 4.5µM*; TRPV1 ag: 19

A different layout for part of the listing above:
Cc1ccc([N+](=O)[O-])cc1-c1ccc(/C=N/NC(=O)CN2CCOCC2)o1
- BRCA1 expr act: -24%
- ELG1 genotox: -1%
- p53 reactivation: -3%
- Tb PFK inh: 3%
- Rab9 prom act: 3%
- ELG1 DNA repair: -15%
- NPC1 promoter act: -6%
- FLuc counter: -2%
- RORg inh: 12%
- VP16 counter: 2%
- TRPV1 ag: /

O=C(NCc1cccnc1)Nc1cc(Cl)cc(Cl)c1
- BRCA1 expr act: 8%
- ELG1 genotox: 2%
- p53 reactivation: 4%
- Tb PFK inh: -10%
- Rab9 prom act: -4%
- ELG1 DNA repair: 6%
- NPC1 promoter act: 3%
- FLuc counter: -7%
- RORg inh: 26%
- VP16 counter: 0%
- TRPV1 ag: 19

Continuation:
SMILES,BRCA1 expr act,ELG1 genotox,p53 reactivation,Tb PFK inh,Rab9 prom act,ELG1 DNA repair,NPC1 promoter act,FLuc counter,RORg inh,VP16 counter,TRPV1 ag
COc1ccc(-n2ccc(=O)c(C(=O)O)n2)cc1,19%,2%,-3%,-2%,1%,-1%,2%,-1%,-2%,6%,-3
O=C(O)c1cc(S(=O)(=O)Nc2cccc3ccccc23)c(Cl)cc1Cl,-13%,16%,12%,?,-3%,14%,-2%,-8%,-7%,4%,0
Cc1ccc(C(=O)Nc2ccc3c(c2)OCO3)cc1S(=O)(=O)N1CCOCC1,72%,0%,-14%,2%,29%,?,?,?,26%,20%,?
COc1ccc(S(=O)(=O)N2CCN(C3CCN(Cc4ccccc4)CC3)CC2)cc1,-9%,1%,2%,2%,2%,-17%,1%,8%,-1%,-4%,-1
Cc1cccc(N2C(=O)CC(c3ccc(F)cc3)C3=C2COC3=O)c1 (stereo not given),-4%,0%,-4%,-3%,-4%,-2%,-5%,-2%&-1%,35%,4%,0
COC(=O)NN=C1CCC(c2ccccc2)CC1 (stereo not given),-4%,-1%,5%,-1%,-2%,29%,1%,-1%,-1%,7%,3

Screening results (PubChem BioAssay)
